Assay outcomes deposited in PubChem BioAssay by National Center for Advancing Translational Sciences (NCATS).
HP1b binding inh: blocks HP1-beta chromodomain binding to methylated histone tails | P83916 | AlphaScreen HP1-beta / biotin-H3K9me3 peptide binding | Potency, µM (top dose mostly 114 µM), inactives show top-dose activity change, negative = inhibition, usual class: inhibitors | 390,000 tested, 0.56% active | AID 540317; further: nearly all actives have a fitted effect of over 70% in size; inactives centre near 23
Target sequence (P83916 whole entry, looked up): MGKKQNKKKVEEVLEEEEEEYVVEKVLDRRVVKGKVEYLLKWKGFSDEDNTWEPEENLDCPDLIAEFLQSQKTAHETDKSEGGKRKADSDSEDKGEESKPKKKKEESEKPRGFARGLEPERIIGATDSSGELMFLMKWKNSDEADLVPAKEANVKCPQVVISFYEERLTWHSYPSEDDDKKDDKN
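Compound inhibition of the preformed complex between 50 nM HP1-beta and 50 nM biotinylated H3K9me3 peptide was read by AlphaScreen. Buffer was PBS pH 7.4 with 0.01% Tween-20. Incubations ran 30 min at room temperature, with 10 ug/mL donor/acceptor beads.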
G9a block: G9a (human) methyltransferase inhibition; Q96KQ7; G9a H3K9 monomethylation, AlphaScreen, 2 h; Potency, µM (series often up to 102 µM), without a hit: at the top dose activity, negative = inhibition, most hits filed as inhibitors; 350,000 tested, 8.8% active; AID 504332; further: on the % scale 0 is the no-effect control and ±100 the full control effect; nearly all actives have a fitted effect of over 75% in size
Target sequence (Q96KQ7 913-1193 limits assumed): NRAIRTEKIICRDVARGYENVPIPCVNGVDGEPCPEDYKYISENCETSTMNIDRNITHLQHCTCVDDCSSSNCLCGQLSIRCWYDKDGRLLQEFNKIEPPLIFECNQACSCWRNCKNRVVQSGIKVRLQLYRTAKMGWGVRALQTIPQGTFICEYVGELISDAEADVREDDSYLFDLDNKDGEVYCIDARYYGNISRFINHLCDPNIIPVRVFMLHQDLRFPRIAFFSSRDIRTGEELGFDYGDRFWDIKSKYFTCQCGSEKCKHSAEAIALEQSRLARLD
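Methyltransferase reactions run at room temperature for 2 h (20 nM enzyme, 500 nM biotin-H3K9 peptide, 20 uM SAM) after a 15 min compound preincubation; product detected by AlphaScreen beads and anti-H3K9me1 antibody.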
GLS inhibitor: glutaminase GLS (human) inhibition | Potency, µM (series often up to 45.5 µM), for inactives: at the top dose activity change, negative = inhibition, most hits filed as inhibitors | O94925 | GLS enzymatic activity, qHTS titration | 410,000 tested, 0.21% active | AID 624170; further: on the % scale 0 is the no-effect control and ±100 the full control effect
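hKGA in 45 mM KH2PO4 (pH 8.2), 0.02% Tween-20 with compound, then 1mM L-Glutamine (stock as added) plus glutamate oxidase/HRP/Amplex red coupling mix. Fluorescence read initially and after 30 min at RT; signal change reflects glutamate formation.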
BLM helicase inh: blocks DNA unwinding by human BLM helicase. 350,000 tested, 0.2% active. P54132. recombinant BLM DNA unwinding, fluorescence dequenching. Potency, µM (doses to about 56.1 µM), for inactives: at the top dose activity change, negative = inhibition, most hits filed as inhibitors;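 further: plate controls were vehicle for no effect and no enzyme for full effect; nearly all actives have a fitted effect of over 35% in size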
PGK inhibitor: blocks T. brucei phosphoglycerate kinase. PGK/GAPDH coupled, Kinase-Glo luminescence, 60 min. Potency, µM (top dose mostly 57.5 µM), inactives show at the top dose activity change, negative = inhibition, hits mostly inhibitors. 380,000 tested, 0.043% active. AID 602233; further: on the % scale 0 is the no-effect control and ±100 the full control effect; nearly all actives have a fitted effect of over 60% in size
Target sequence (P07378 whole entry, looked up): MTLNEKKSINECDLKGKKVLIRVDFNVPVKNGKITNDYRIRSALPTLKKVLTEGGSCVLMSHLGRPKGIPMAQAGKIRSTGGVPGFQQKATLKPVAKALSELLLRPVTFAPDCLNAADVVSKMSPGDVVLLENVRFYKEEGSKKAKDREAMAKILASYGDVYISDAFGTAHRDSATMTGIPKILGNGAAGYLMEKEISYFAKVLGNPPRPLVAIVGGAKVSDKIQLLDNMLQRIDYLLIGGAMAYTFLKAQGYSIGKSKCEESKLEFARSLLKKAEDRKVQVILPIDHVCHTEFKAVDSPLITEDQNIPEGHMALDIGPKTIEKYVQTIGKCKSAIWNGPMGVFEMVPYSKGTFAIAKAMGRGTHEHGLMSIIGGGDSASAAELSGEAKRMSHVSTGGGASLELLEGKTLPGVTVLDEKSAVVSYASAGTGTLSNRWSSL
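Luminescent ATP detection (Kinase-Glo Plus) follows a 60-minute room-temperature incubation, with wells lacking PGK as controls. Buffer: 100 mM TEA (pH 7.6), 5 mM MgCl2, 0.01% Tween-20. Coupling enzyme GAPDH (100 nM final) supplies unstable 1,3-BPG in-well.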
BAZ2B block: blocks human BAZ2B | Q9UIF8 | 360,000 tested, 4.4% active | Potency, µM (top dose mostly 114 µM), for the others: at the highest dose activity change, negative = inhibition, most hits filed as inhibitors | AID 504333 | AlphaScreen BAZ2B-H3K14Ac peptide displacement; further: on the % scale 0 is the no-effect control and ±100 the full control effect; nearly all actives have a fitted effect of over 60% in size
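Compounds, titrated to a top concentration of 110 uM, were incubated 30 min at room temperature with preformed BAZ2B/acetyl-K14 H3 peptide complex (50 nM each). Proximity signal was measured by AlphaScreen after 20 min with beads.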
Pol iota inh: DNA polymerase iota (human) inhibition | Pol iota fluorescent replication assay, 10 min | 390,000 tested, 1% active | Q9UNA4 | AID 588590 | Potency, µM (top dose mostly 115 µM), for the others: at the top dose activity, negative = inhibition, actives largely listed as inhibitors
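Pol iota at 10 nM preincubated 15 min with compounds at room temperature; reaction started with fluorescent substrate, 50 nM final. Fluorescence read kinetically at 0 and 10 min; buffer-only wells as negative control.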
JMJD2A Tudor inh: inhibitors of human JMJD2A Tudor domain | AlphaScreen JMJD2A-Tudor / H3K4me3 peptide binding | Potency, µM (titrated, usually from 114 µM), for the others: at the top dose activity change, negative = inhibition, usual class: inhibitors | 390,000 tested, 4.4% active; further: on the % scale 0 is the no-effect control and ±100 the full control effect; nearly all actives have a fitted effect of over 50% in size
Pin1 inh: inhibitors of human Pin1. AID 504891. Potency, µM (highest dose often 115 µM), for the others: at the top dose activity, negative = inhibition, most hits filed as inhibitors. 390,000 tested, 0.009% active. Pin1 FP peptide displacement, HiFluor488, 10 min. Q13526; active means well fitted inhibition curve with a large enough effect in the polarisation, with a control signal flat, not every such curve was filed as active; inconclusive means small, poorly fitted or top-dose-only effect, or effect the other way, or a change in a side signal; inactive means no such curve, though single readings can be large or run the other way; the % refers to the polarisation; further: on the % scale 0 is the no-effect control and ±100 the full control effect
Target sequence (Q13526 whole entry, looked up): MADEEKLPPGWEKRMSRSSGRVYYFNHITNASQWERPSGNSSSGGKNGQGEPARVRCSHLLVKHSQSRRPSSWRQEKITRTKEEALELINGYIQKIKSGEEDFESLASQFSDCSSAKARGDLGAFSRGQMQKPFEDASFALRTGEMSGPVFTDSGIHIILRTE
Active calls of the source: *; i = inactive; u = inconclusive; x = not tested or not shown; & = joins results of further samples; ! = repeats disagree; [ ] = another dose, or the depositor's remark. Unless noted, the call rests on the fitted dose curve; in most records, active means well fitted curve in the direction sought with a large enough effect; inconclusive means small, poorly fitted or top-dose-only effect, or another doubt; inactive means no such curve, though single readings can be large; an effect the other way counts as inactive or inconclusive. Potency means the concentration at half of the fitted maximal effect.

1	COc1ccc(NC(=O)c2ccco2)cc1NC(=O)COc1cccc(C)c1C
2	COC(=O)C1=C(c2cccc(OCc3ccccc3)c2)C[C@@H]2CC[C@H]1N2C(=O)NCc1ccc(F)cc1
3	c1ccc(-c2ccc(-c3n(-c4ccccn4)c4ccccc4[n+]3-c3ccccn3)cc2)cc1
4	Cc1nn(C)cc1-c1cc(C(=O)O)c2ccccc2n1
5	O=c1c2ccccc2nc(/C=C/c2ccccc2F)n1-c1cccc(O)c1
6	O=C1CCCN1C(=O)c1cncc(Br)c1

Assay by compound	1	2	3	4	5	6
HP1b binding inh	u	18.2%	31.3%	17.0%	15.8%	7.6%
G9a block	13.8%[59 µM]	10.7%[0.501 µM]	35.5µM*	x	-17.9%[59 µM]	-3.6%
GLS inhibitor	-9.7%	6.7%	-4.8%	0.0%	-2.1%	-6.0%
BLM helicase inh	-11.3%	x	1.3%	-7.7%	-8.0%	3.9%
PGK inhibitor	-9.2%	i	7.5%	-4.8%	-0.1%	-1.8%
BAZ2B block	-0.5%	2.5%	u	-3.7%	-19.8%	u
Pol iota inh	-11.0%	-4.2%	13.6%	59.2%[activator]	u	7.9%
JMJD2A Tudor inh	-17.9%	-25.0%	u	-1.5%[11.4 µM]	-19.0%	-9.0%
Pin1 inh	3.5%	2.7%	-11.6%	-8.6%	29.6%	-2.6%

Overlap with the part before: 2 entries, then new ones.
5	O=c1c2ccccc2nc(/C=C/c2ccccc2F)n1-c1cccc(O)c1
6	O=C1CCCN1C(=O)c1cncc(Br)c1
7	CCOC(C[n+]1c(-c2ccccc2)cc(C)cc1-c1ccccc1)OCC
8	Clc1cccc(N2CCNCC2)c1Cl
9	Cc1cc(OC(C)C(=O)NCC(O)c2ccccc2)c2c3c(c(=O)oc2c1)CCCC3 (stereo not drawn)
10	O=C1SC(Cc2ccccc2)C(=O)N1c1ccccc1 (stereo not drawn)
11	COc1ccc(CC[n+]2cc(/N=C(\C)[O-])on2)cc1OC
12	COc1ccccc1C1CC2CCC(C1OC(C)=O)N2Cc1ccccc1 (stereo not drawn)

Assay by compound	5	6	7	8	9	10	11	12
HP1b binding inh	15.8%	7.6%	18.2%	30.4%	34.7%	7.1%	-28.5%	21.0%
G9a block	-17.9%[59 µM]	-3.6%	21.6%[2.33 µM]	3.3%[59 µM]	x	-3.3%[59 µM]	6.2%[59 µM]	x
GLS inhibitor	-2.1%	-6.0%	-0.9%	-0.9%	3.3%	2.7%	-2.1%	-1.9%
BLM helicase inh	-8.0%	3.9%	x	-5.9%	4.9%	-3.5%	5.1%	-3.0%
PGK inhibitor	-0.1%	-1.8%	3.7%	3.4%	-3.9%	-5.5%	x	-2.7%
BAZ2B block	-19.8%	u	-7.2%	-0.5%	-7.1%	3.8%	-0.8%	-13.2%
Pol iota inh	u	7.9%	2.9%	10.3%	-13.7%	179.2%[activator]	20.4%	1.4%
JMJD2A Tudor inh	-19.0%	-9.0%	-13.2%	-2.3%	6.9%	3.5%	u	-5.0%
Pin1 inh	29.6%	-2.6%	0.9%	1.9%	1.1%	1.9%	-8.0%	5.0%

13	CC(Nc1cc(C)cc(C)c1)=[N+](C)CCNS(=O)(=O)c1ccc(Cl)cc1
14	COc1ccccc1NC(=O)CCn1cnc2onc(-c3ccc(F)cc3)c2c1=O
15	Cc1nn(Cc2ccccc2Cl)c(C)c1C(=O)OCC(=O)NC1CCS(=O)(=O)C1 (stereo not drawn)
16	CCN(CC)P(c1n(C)cc[n+]1C)N(CC)CC
17	Cc1cc(C)cc(-n2c(O)c(C=Nc3ccc(N4CCOCC4)cc3)c(=O)[nH]c2=S)c1
18	Cc1c2cnn(CC(=O)N3CCC4(CC3)OCCO4)c(=O)c2c(C)n1Cc1cccc(Cl)c1

Assay by compound	13	14	15	16	17	18
HP1b binding inh	18.1%	42.7%[activator]	6.3%	u	25.7%	20.4%
G9a block	8.91µM*	9.3%[59 µM]	16.3%[59 µM]	u	-23.2%[59 µM]	x
GLS inhibitor	15.5%	-8.7%	10.8%	17.5%	23.6%	-2.3%
BLM helicase inh	0.9%	-1.2%	1.7%	0.8%	-4.8%	0.0%
PGK inhibitor	0.5%	2.8%	-5.0%	1.8%	1.4%	-1.4%
BAZ2B block	-12.4%	6.4%	16.3%	-18.3%	-6.9%	-21.9%
Pol iota inh	-14.8%	7.7%	-1.9%	-3.1%	28.1%	-11.7%
JMJD2A Tudor inh	u	1.0%	-16.3%	22.4µM*	-8.5%	-22.6%
Pin1 inh	1.5%	4.5%	-0.4%	1.5%	u	4.9%

Copied from the list:
no. 15 in Pin1 inh: -0.4%
no. 16 in Pin1 inh: 1.5%

More entries:
19	CC(=O)N(C)C1=Nc2ccc(Cl)cc2C(c2ccccc2)=[N+]([O-])C1
20	CN(C)[C@@H]1C(=O)C(C(N)=O)=C(O)[C@@]2(O)C(=O)C3=C(O)c4c(O)cccc4[C@@](C)(O)C3[C@H](O)C12 (stereo partly drawn)
21	COC(=O)OCC12CCC(O1)C1(C)C(=O)OCC21 (stereo not drawn)
22	COc1ccc(OC)c(NP(=O)(Oc2ccc(Cl)cc2)Oc2ccc(Cl)cc2)c1
23	O=C(Nc1ccon1)c1cccn(Cc2cccc([N+](=O)[O-])c2)c1=O
24	Cn1c(O)c(C(=Nc2ccccc2)SCc2ccccc2Cl)c(=O)n(C)c1=O

Assay by compound	19	20	21	22	23	24
HP1b binding inh	21.4%	14.1µM*!	u	4.9%	51.7%[activator]	19.8%
G9a block	x	4.47µM*	6.9%[59 µM]	-14.7%[59 µM]	-5.1%[59 µM]	x
GLS inhibitor	-25.7%	10µM*!	u	2.4%	-18.8%	18.1%
BLM helicase inh	x	x	-1.0%	-10.1%	-2.8%	-4.9%
PGK inhibitor	0.5%	-30.0%&-10.3%	-1.5%	-2.8%	-2.9%	-1.3%
BAZ2B block	x	6.31µM*	-15.2%	-36.4%	-1.2%	50.1µM*
Pol iota inh	23.7%	12.6µM*	11.0%	11.1%	1.9%	89.5%[activator]
JMJD2A Tudor inh	-9.0%	3.16µM*	u	-21.9%	-23.1%	-21.9%
Pin1 inh	-3.1%	u	-3.4%	u	9.0%	7.0%

25	O=c1[nH]c(=O)n(-c2cccc3ccccc23)c(O)c1C=NCCCn1ccnc1
26	O=[N+]([O-])/C(Cl)=C1\NCCN1Cc1ccc(Cl)nc1
27	O=c1c2ccccc2nc(/C=C\c2ccc(F)cc2)n1-c1ccccc1F
28	CN1CCC(OC(=O)c2cccc(F)c2)CC1
29	CCn1c(C)c(C(=O)Nc2ccc(OC)cc2)c2cc(OC)ccc21
30	COP(=O)(OC)C1(Nc2ccc(C)cc2)CCCCC1

Assay by compound	25	26	27	28	29	30
HP1b binding inh	30.0%	53.8%[activator]	39.0%	25.0%	68.4%[activator]	25.3%
G9a block	-7.4%	3.0%	-1.7%[59 µM]	-16.0%	-4.6%[2.33 µM]	u
GLS inhibitor	-9.7%	-5.6%	7.3%	8.8%	0.8%	9.8%
BLM helicase inh	-1.5%	-5.2%	-4.5%	0.2%	-4.5%	0.2%
PGK inhibitor	-9.5%	-6.1%	-4.7%	-1.2%	x	6.8%
BAZ2B block	56.2µM*	-16.0%	1.3%	-1.0%	-8.3%	0.8%
Pol iota inh	-2.1%	26.1%	14.7%	u	9.2%	6.5%
JMJD2A Tudor inh	-5.8%	-5.6%	-2.4%	-12.7%	-7.4%	-18.0%
Pin1 inh	4.8%	-4.5%	-0.5%	u	1.1%	0.3%

31	COc1cccc(N2C(=O)/C(=C/c3ccc(C)o3)C(=O)NC2=S)c1
32	Cc1cc(/C=C2\C(=O)NC(=O)N(c3ccc(Cl)cc3)C2=O)c(C)n1-c1cccc(C(=O)O)c1
33	CN1C(=O)C(=Cc2coc3ccccc3c2=O)C(=O)N(C)C1=O
34	Cc1ccc(CNC(=O)c2ccc(Nc3nc4ccccc4n4nnnc34)cc2)cc1
35	O=C(O)CSCC(=O)N(Cc1ccccc1)c1nc(-c2ccccc2)c(-c2ccccc2)s1
36	CN(C)CCC=C1c2ccccc2CCc2ccccc21

Assay by compound	31	32	33	34	35	36
HP1b binding inh	u	-2.5%	15.5%	25.3%	-22.0%	15.2%
G9a block	4.47µM*	-6.5%[2.33 µM]	31.6µM*	-27.9%[59 µM]	u	-19.7%[59 µM]
GLS inhibitor	u	u	26.1%	-6.4%	9.7%	1.0%&-0.1%
BLM helicase inh	-13.1%	-6.2%	-3.4%	-3.0%	-16.0%	0.8%
PGK inhibitor	x	-9.9%	-5.4%	-6.8%	-16.2%	i
BAZ2B block	50.1µM*	-38.8%	-3.9%	-20.2%	50.1µM*	-29.6%
Pol iota inh	u	17.8µM*	-6.6%	6.8%	50.1µM*	-7.7%[58.9 µM]
JMJD2A Tudor inh	22.4µM*	u	-17.6%	-5.8%	56.2µM*	-2.9%
Pin1 inh	u	0.7%	-12.4%	10.0%	x	-4.9%

37	COC(=O)C1=C(c2cccc(C#N)c2)C[C@@H]2CC[C@H]1N2C(=O)NCCNC(C)=O
38	C=CCN1C(=O)CSc2ccc(C(=O)N3CCC4(CC3)OCCO4)cc21
39	C=CCN1C(=O)NC(=O)/C(=C/c2ccc(OC)c(CSc3ccccn3)c2)C1=O
40	Cc1ccc(-n2nc(C)c3c2OC(N)=C(C#N)C3c2ccc(F)cc2)cc1 (stereo not drawn)
41	COc1ccc(CCC(C)NCCc2ccccc2)cc1 (stereo not drawn)

Assay by compound	37	38	39	40	41
HP1b binding inh	-1.0%	2.4%	55.4%[activator]	-6.4%	33.6%
G9a block	-20.2%[0.501 µM]	8.7%[59 µM]	11.2µM*	-6.0%[12.7 µM]	-14.0%
GLS inhibitor	-0.3%	0.8%	31.7%[activator]	0.5%	-7.5%
BLM helicase inh	x	0.2%	-8.3%	-1.7%	6.5%
PGK inhibitor	-4.2%	-4.6%	-0.4%	-10.5%	x
BAZ2B block	9.7%	-3.5%	14.1%[57.1 µM]	-20.1%	-4.6%
Pol iota inh	-9.7%	-11.8%	11.3%	u	17.7%
JMJD2A Tudor inh	-21.7%	-5.8%	79.4µM*	u	-10.4%
Pin1 inh	4.9%	-5.9%	20.6%	5.3%	-6.0%

This is a subset; the hit share may differ from the screen's.
